Screens (PubChem BioAssay)
HKDC1 inhibitor = inhibitors of human hexokinase HKDC1. recombinant HKDC1, G6PDH/diaphorase resazurin coupled fluorescence. 0.16% of 340,000 active. inhibition, % at 20 µM;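 active means inhibition above about 35% when tested at 20 µM, limit read from the data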;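 further: plate controls were DMSO wells with enzyme for no effect and DMSO wells lacking enzyme for full effect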
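Material – in-house recombinant HK5 (HKDC1) enzyme · Quantity – HKDC1 at 5 µg/mL · Buffer or medium – pH 8.0 Tris buffer with 10 mM MgCl2 · Reagent – glucose with 1 mM ATP · Dosing – single 20 µM dose · Times – reaction time 90 min, room temperature, protected from light · Technique – resorufin fluorescence at 613 nm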
697 NFkB inh = inhibitors of the PMA/ionomycin-induced NF-kB reporter in 697 B cells. 697 B-cell NF-kB luciferase reporter, 16 h. inhibition, % at 4 µM. 0.33% of 330,000 active; in the data active means inhibition above about 35%
SENP8 inh = blocks the human protease SENP8 | Q96LD8 | purified SENP8, Z-RLRGG-aminoluciferin cleavage, luminescence | inhibition, % at 10 µM | 1.2% of 330,000 active | AID 2540
Target sequence (Q96LD8 whole entry, looked up): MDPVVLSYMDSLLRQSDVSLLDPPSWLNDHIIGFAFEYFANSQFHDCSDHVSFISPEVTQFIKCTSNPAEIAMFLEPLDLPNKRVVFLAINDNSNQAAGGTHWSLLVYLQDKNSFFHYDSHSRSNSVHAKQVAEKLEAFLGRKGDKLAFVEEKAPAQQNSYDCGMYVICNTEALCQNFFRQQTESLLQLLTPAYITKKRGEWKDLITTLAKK
UBC13 inh = blocks human UBC13 polyubiquitin chain formation; TR-FRET; inhibition, % at 20 µM; 0.47% of 330,000 active; AID 485273; in the data active means inhibition above about 45%, passing the limit was not always enough
Target sequence (P61088 whole entry, looked up): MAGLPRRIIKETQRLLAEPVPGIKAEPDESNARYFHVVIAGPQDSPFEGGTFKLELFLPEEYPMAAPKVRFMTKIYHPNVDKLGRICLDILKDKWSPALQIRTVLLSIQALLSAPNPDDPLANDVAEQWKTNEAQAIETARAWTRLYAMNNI
Gli-Sufu antag = Gli-Sufu pathway antagonism; Sufu-KO-LIGHT fibroblasts, Gli luciferase reporter luminescence; 0.74% of 340,000 active; inhibition, % at 5 µM;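 active means inhibition above about 55%, limit read from the data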;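 further: 0% = DMSO-treated cells and 100% = wells with medium but no cells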
Apaf-1 inh = inhibitors of human Apaf-1 apoptosome; AID 489030; 0.71% of 330,000 active; inhibition, % at 20 µM; O14727; reconstituted apoptosome caspase-3 activity, DEVD-Rh110 fluorescence; active means inhibition of at least 40% at 20 µM;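 further: plate controls were DMSO wells for no effect and DEVD-CHO caspase inhibitor wells for full effect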
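Material: biochemical Apaf-1 apoptosome reconstitution. Medium: Hepes buffer, pH 7.5. Also added: cytochrome c activation, bis-DEVD rhodamine 110 substrate. Timing: 30 min compound preincubation, 50 min activation, room temperature. Measured by: rhodamine 110 fluorescence at Ex 480/Em 540 nm.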
Jurkat NFkB inh = inhibitors of the PMA/ionomycin-induced NF-kB reporter in Jurkat cells. inhibition, % at 4 µM. 0.53% of 330,000 active. PMA/ionomycin-induced NF-kB luciferase reporter, luminescence
SENP7 block = blocks the human protease SENP7; inhibition, % at 5 µM; Q9BQF6; 1.5% of 330,000 active; recombinant SENP7, Z-RLRGG-aminoluciferin luminescence, 40 min;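 active means inhibition above about 50% at the single test dose, limit read from the data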;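 further: plate controls were DMSO with enzyme for no effect and no enzyme buffer wells for full effect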
Target sequence (Q9BQF6 706-1050 limits assumed): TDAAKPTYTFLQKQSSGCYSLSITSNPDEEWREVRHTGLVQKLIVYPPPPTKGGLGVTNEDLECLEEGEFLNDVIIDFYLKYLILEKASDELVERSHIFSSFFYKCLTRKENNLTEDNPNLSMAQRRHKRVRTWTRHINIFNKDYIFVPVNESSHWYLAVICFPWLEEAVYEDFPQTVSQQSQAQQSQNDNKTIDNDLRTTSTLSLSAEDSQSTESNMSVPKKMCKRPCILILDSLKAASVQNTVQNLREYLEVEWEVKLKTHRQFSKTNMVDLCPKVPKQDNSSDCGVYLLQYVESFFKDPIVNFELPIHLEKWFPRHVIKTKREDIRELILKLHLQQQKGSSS
The depositor's hits bear a star. Unless noted, no stated cut-off is given here; in the data, active means inhibition above about 50%; inactive means the rest.

nr	Structure	HKDC1 inhibitor	697 NFkB inh	SENP8 inh	UBC13 inh	Gli-Sufu antag	Apaf-1 inh	Jurkat NFkB inh	SENP7 block
1	Cc1ccc(Nc2nc(-c3ccc(S(=O)(=O)N4CCOCC4)cc3)cs2)cc1	-8	-2	4	1	6	-13	8	8
2	COc1cc(/C=C/C2=NNC(=O)CC2)cc(OC)c1OC	-6	10	5	8	3	0	-14	9
3	CC(C)(C)C1CCc2c(sc(NC(=O)C3CCCO3)c2C(N)=O)C1 (configuration not stated)	2	-5	9	14	2	8	-20	1
4	O=C(NCc1ccccc1Cl)C1CCN(S(=O)(=O)N2CCCCC2)CC1	-3	19	-9	-4	-1	-1	6	-6
5	CCOc1ccc(N(Cc2ccc(OC)c(OC)c2)C(=O)c2ccco2)cc1	-3	-14	0	-2	2	10	-3	2
6	O=C(NCC1(c2ccccc2)CCCC1)c1ccco1	-6	-7	-10	0	5	-4	16	-2
7	CN(C)Cc1ccccc1Sc1ccccc1Br	-10	-6	-1	12	3	2	10	3
8	O=C(Nc1nnc(C2CC2)s1)c1cc(-c2ccccc2)nn1-c1ccccc1	1	-17	-1	-1	4	16	7	0
9	Cc1cc2cc(CNC(=O)Nc3ccccc3)ccc2[nH]1	-1	-10	13	3	-6	-7	-19	6
10	COc1cc2ccccc2cc1C(=O)NC1CCC(C)CC1 (configuration not stated)	5	-59	-9	-8	-61	15	95*	-7
11	CC1(C)C2CCC1(C)C(NC1=NCCC1)C2 (configuration not stated)	-7	-79	-3	-11	1	2	-16	-5
12	CCOc1ccccc1NC(=O)CCn1c(=O)oc2ccccc21	-4	12	1	0	0	-3	11	7
13	COc1ccccc1N1CCN(CC(=O)N2CCCC2)CC1	-5	16	7	6	-8	-7	-6	2
14	CSc1ccc(-c2nc3cnccn3c2Nc2ccc3c(c2)OCO3)cc1	2	2	-11	-10	-4	22	-6	-1
15	O=C(O)CC(NC(=O)Cc1ccc(Cl)cc1)c1ccco1 (configuration not stated)	-1	18	-6	4	26	6	-7	-2
16	O=S(=O)(NCCn1ccc2ccccc21)c1ccccc1	-2	-19	-7	-2	-11	6	-9	9
17	O=C(CSc1nnc(NC(=O)c2ccc(F)cc2)s1)NC1CC1	-1	-15	-5	7	-65	1	-11	5
18	COc1ccc(OCCCC(=O)Nc2ccc3c(c2)OCCO3)cc1	-7	-5	-5	7	6	7	-16	10
19	COC(=O)c1ccc(NC(=S)NC2CCc3ccccc32)cc1 (configuration not stated)	-3	-14	-8	3	-2	10	-6	10
20	COc1ccc(CCNc2cn[nH]c(=O)c2Cl)cc1OC	-11	0	-9	1	2	7	3	-8
21	COc1ccc(-n2c(=O)c3ccccc3n(CC(=O)c3ccccc3)c2=O)cc1OC	-4	1	-3	-3	7	-15	-6	6
22	CC1(c2cnc(Nc3ccccc3)s2)CCC(=O)O1 (configuration not stated)	-2	-24	-7	-5	-4	3	-18	-2
23	CCOc1ccc(Cn2ccnc2CCl)cc1[N+](=O)[O-]	-6	17	1	7	-10	5	-2	-1
24	CC(Oc1ccc(F)cc1Br)c1nc2ccccc2c(=O)[nH]1 (configuration not stated)	1	6	1	6	2	9	18	2
25	N#C/C(=C/c1ccncc1)c1nc2ccccc2s1	-2	-23	-4	-4	2	1	4	3
26	COc1ccc(CNc2ncnc3c2[nH]c2cc(OC)c(OC)cc23)cc1	-1	0	-2	29	4	-7	0	1
27	Cc1ccsc1C(=O)N1CCCC(CO)(Cc2ccccc2)C1 (configuration not stated)	1	-46	-4	-2	15	12	-14	-5
28	COc1ccc(N2CCN(C(=O)CCc3nnc4ccc(N5CCC(C)CC5)nn34)CC2)cc1	-2	-12	3	3	12	-1	4	2
29	CN(C(=O)CSc1nnc(-c2ccco2)n1C)C1CCCCC1	-5	5	-2	-1	12	-1	8	-1
30	CCCn1c(SCC(=O)NC2CCCC2)nnc1-c1cccnc1	-3	8	1	-4	-29	-5	3	-3
31	Cc1nnc(SCC(=O)N(C2CCCCC2)C2CCS(=O)(=O)C2)n1N (configuration not stated)	1	1	-10	-6	-14	5	-23	-14
32	Cc1cc(C(=O)N/N=C/c2cccnc2)n[nH]1	-7	8	1	1	-3	-21	-9	-4
33	CNC(=S)N/N=C(\C)c1ccc(Cl)c(Cl)c1	2	-14	-9	-6	-4	17	-7	-3
34	c1ccc(COC2CCCN(Cc3nc(Cc4ccccc4)no3)C2)cc1 (configuration not stated)	4	8	-2	6	-15	7	-12	6
35	COCCN(Cc1ccccc1)C(=S)Nc1ccc(OC(F)F)cc1	-8	8	-4	11	3	2	-10	0
36	O=C(Nc1cccc2ccccc12)NC1CCS(=O)(=O)C1 (configuration not stated)	-9	9	-1	12	-6	-4	5	3
37	Cn1nc(C(F)(F)F)c(/C=N/OC(=O)c2ccccc2)c1Sc1ccc(Cl)cc1	10	2	3	-9	-15	9	0	4
38	Oc1nc(Nc2ccc(Cl)cc2Cl)sc1/C=C1\C=Nc2ccccc21	0	-3	-1	-7	-15	17	0	0
39	COc1ccccc1N(CCC#N)C(=O)CSc1ccc2c(c1)OCCO2	-8	1	-10	-2	2	0	-5	0
40	COc1ccc(NC(=O)c2ccsc2NC(C)=O)cc1	-5	21	2	-1	-16	3	-3	-2
41	CCOC(=O)CSc1n[nH]c(NC(=O)c2ccc(F)cc2)n1	-12	4	1	14	1	-7	-8	1
42	CC(=O)N/N=C(\C)CC(=O)Nc1cccc(C(F)(F)F)c1	-6	15	-8	-7	12	1	-3	1
43	O=C(NCc1ccc(F)cc1)C1CCCN1S(=O)(=O)c1cccc2nsnc12 (configuration not stated)	-6	-5	-6	-9	3	4	-6	8
44	COC(=O)c1c(C)[nH]c(C(=O)CSc2ccc(Cl)cc2)c1C	4	-101	-1	-3	-45	10	-83	-4
45	Fc1ccccc1N=C1NN=C(c2ccccc2)CS1	-82	-196	11	-5	-63	18	-197	0
46	O=C(Nc1ccccc1C(=O)N1CCCC1)c1ccc(Cl)cc1Cl	-3	-18	-9	-6	-2	5	-12	-3
47	CCOC(=O)c1c(C)[nH]c(C(=O)N(C)CC(=O)Nc2ccc(OC)cc2)c1C	0	2	6	3	-10	-1	12	0
48	O=C(CCS(=O)(=O)c1ccc(Br)cc1)N1CCN(c2ccc(F)cc2)CC1	-3	2	-5	-2	1	1	1	7
49	O=C(CSc1nc(-c2ccccc2)cs1)Nc1nccs1	0	4	-1	5	9	-1	-9	-5
50	Cc1ccc(S(=O)(=O)Nc2ccccc2C(=O)N2CCCCC2)cc1	3	0	-2	5	6	-2	18	4
51	O=C(COc1ccccc1)NC1=NCCS1	-6	12	-7	-5	-34	7	-39	4
52	CC(C)(C)NC(=S)NNC(=O)c1ccccc1Cl	-6	-16	-3	6	1	3	7	1
53	Cc1cc(C)c(NS(=O)(=O)c2cccc3cccnc23)c(C)c1	-5	12	6	6	6	-2	2	3
54	CCOc1cccc(Nc2cc3n(c(=O)n2)CCc2cc(OC)c(OC)cc2-3)c1	-6	18	-2	6	5	-6	9	5
55	COCCOC(=O)/C=C1/NC(=O)CS1	1	17	-2	7	-19	-5	0	1
56	CN(CC1CCCN(CCc2ccccc2F)C1)C(=O)c1ccoc1 (configuration not stated)	-6	6	-3	6	-5	-1	0	-3
57	Cc1ccccc1S(=O)(=O)NC1=NCCCCC1	-5	4	-10	-9	1	7	-5	-6
58	CC(C)CN(C(=O)CSc1nnc2c(Cl)cc(C(F)(F)F)cn12)C1CCS(=O)(=O)C1 (configuration not stated)	-5	-7	1	0	22	-1	16	-1
59	Cc1[nH]c2ccccc2c1N=Nc1ccccc1C(=O)O	19	1	-10	-21	0	3	-10	-8
60	Cc1cc(N2CCN(S(=O)(=O)c3ccccc3)CC2)c2ccccc2n1	-5	-21	-7	0	10	-5	13	5

Entries of single compounds, looked up by structure. Values in the order: HKDC1 inhibitor, 697 NFkB inh, SENP8 inh, UBC13 inh, Gli-Sufu antag, Apaf-1 inh, Jurkat NFkB inh, SENP7 block
O=C(CCS(=O)(=O)c1ccc(Br)cc1)N1CCN(c2ccc(F)cc2)CC1 is listed with -3, 2, -5, -2, 1, 1, 1, 7
O=C(CSc1nc(-c2ccccc2)cs1)Nc1nccs1 is listed with 0, 4, -1, 5, 9, -1, -9, -5
CN(CC1CCCN(CCc2ccccc2F)C1)C(=O)c1ccoc1 (configuration not stated) is listed with -6, 6, -3, 6, -5, -1, 0, -3
CCOC(=O)c1c(C)[nH]c(C(=O)N(C)CC(=O)Nc2ccc(OC)cc2)c1C is listed with 0, 2, 6, 3, -10, -1, 12, 0
CC(C)CN(C(=O)CSc1nnc2c(Cl)cc(C(F)(F)F)cn12)C1CCS(=O)(=O)C1 (configuration not stated) is listed with -5, -7, 1, 0, 22, -1, 16, -1

Additional entries.
nr	Structure	HKDC1 inhibitor	697 NFkB inh	SENP8 inh	UBC13 inh	Gli-Sufu antag	Apaf-1 inh	Jurkat NFkB inh	SENP7 block
61	N/C(=N\c1nc(CSc2ccc(Cl)cc2)cc(=O)[nH]1)Nc1cccc2ccccc12	-4	-8	-12	-6	26	10	-4	-6
62	Cc1ccc(S(=O)(=O)N/N=C/c2ccc(O)cc2O)cc1[N+](=O)[O-]	2	12	9	-16	2	0	-2	9
63	CC(C)(C)NC(=O)NC(=O)CN1CCN(c2cccc(Cl)c2)CC1	-2	3	3	-8	-17	-9	3	6
64	CSc1ccc(S(=O)(=O)N2CCC(C(=O)Nc3ccc(NC(C)=O)cc3)CC2)cc1	-5	-3	3	2	-29	8	-16	-6
65	CC(C)[C@H](NC(=O)c1nn(Cc2ccccc2)c(=O)c2ccccc12)C(=O)O	1	11	2	-4	27	2	24	-3
66	CCCN(CC(=O)Nc1ccccc1C)C(=O)c1ccc(NC2CC2)c([N+](=O)[O-])c1	-3	5	-4	-21	-4	8	-4	-1
67	COc1cc(NC(c2ccccc2)c2ccccc2)cc(OC)c1OC	2	14	7	8	51	0	-13	6
68	O=C(OCCCCN1C(=O)c2ccccc2C1=O)c1ccc(Br)o1	5	14	1	12	1	11	-6	-2
69	COc1cccc(C2CC(c3ccc(Br)cc3)=NN2C(=O)c2ccncc2)c1OC (configuration not stated)	0	4	-5	8	21	26	27	-1
70	COc1ccc(NC(=O)Cn2nnc(C(=O)NCc3ccco3)c2N)cc1	-6	-7	-12	-5	-13	-10	9	26
71	Cc1ccc(NC(=O)C(C)N2C(=O)c3ccccc3C2=O)c(C)c1 (configuration not stated)	-5	5	1	-1	-1	-3	-1	6
72	O=C(CN1CCN(Cc2ccc(Cl)cc2)CC1)N/N=C/C=C/c1ccccc1[N+](=O)[O-]	-9	2	6	22	9	0	14	-1
73	COC(=O)C1=C(C(=O)OC)[C@@H]2Nc3ccccc3[C@@]23C[C@@H](C(=O)OC)N(C(=O)c2cc(C)oc2C)C3=N1	4	12	-7	-12	-6	12	3	11
74	Cc1ccc(-n2cc(CCCCCCCCC(=O)O)nn2)cc1	-5	27	5	1	-10	2	14	0
75	CNC(=O)C1CC(=O)N(c2ccc(OCC(=O)NCc3ccccc3)cc2)C1 (configuration not stated)	-10	-19	2	-7	-14	7	-8	-4
76	CC(=O)Nc1nc(-c2ccc3c(c2)CCN3S(C)(=O)=O)cs1	2	-30	-13	-6	-48	-6	-25	-3
77	O=C(CN1C(=O)NC2(CCc3ccccc32)C1=O)c1ccc(F)cc1 (configuration not stated)	-1	6	3	6	-20	5	-3	-7
78	Cc1noc(C)c1CSc1ccc2ccccc2n1	-7	-9	-5	17	9	14	-12	-13
79	O=C(c1ccc(F)cc1)N1CCN(c2ccc([N+](=O)[O-])c(N3CCCCC3)c2)CC1	1	16	2	-26	0	-2	-17	3
80	CCOc1ccc(S(=O)(=O)N2CCN(C(=O)C3CSC4(C)CCC(=O)N34)CC2)cc1 (configuration not stated)	-4	24	-1	2	-1	0	17	3
81	Cc1nn(C)c(C(=O)Nc2ccc(Cn3cccn3)cc2)c1[N+](=O)[O-]	-9	22	1	-2	-5	-22	-3	6
